# From PubChem BioAssay
# DT40 TDP1 no CPT: qHTS for Inhibitors of human tyrosyl-DNA phosphodiesterase 1 (TDP1): qHTS in cells in absence of CPT; DT40 Tdp1-/- hTDP1 cells, no CPT, ATP luminescence, 48 h; Potency, µM (series often up to 46.2 µM), without a hit: at the highest dose activity change, negative = growth inhibition, actives largely listed as inhibitors; actives 15% (n = 420,000); also: nearly all actives have a fitted effect of over 55% in size
#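 Stably hTDP1-transfected Tdp1-null chicken DT40 cells were treated with library compounds minus camptothecin and grown for at least 48 hr at 37 °C, after which cellular ATP was quantified by luminescence.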
# KAT2A inh: GCN5L2 (KAT2A) acetyltransferase inhibition | Q92830 | GCN5L2 HAT assay, ThioGlo1 CoA-SH fluorescence | Potency, µM (series often up to 58.9 µM), inactives show at the top dose activity change, negative = inhibition, usual class: inhibitors | actives 0.21% (n = 390,000) | AID 504327
# Target sequence (Q92830 whole entry, looked up): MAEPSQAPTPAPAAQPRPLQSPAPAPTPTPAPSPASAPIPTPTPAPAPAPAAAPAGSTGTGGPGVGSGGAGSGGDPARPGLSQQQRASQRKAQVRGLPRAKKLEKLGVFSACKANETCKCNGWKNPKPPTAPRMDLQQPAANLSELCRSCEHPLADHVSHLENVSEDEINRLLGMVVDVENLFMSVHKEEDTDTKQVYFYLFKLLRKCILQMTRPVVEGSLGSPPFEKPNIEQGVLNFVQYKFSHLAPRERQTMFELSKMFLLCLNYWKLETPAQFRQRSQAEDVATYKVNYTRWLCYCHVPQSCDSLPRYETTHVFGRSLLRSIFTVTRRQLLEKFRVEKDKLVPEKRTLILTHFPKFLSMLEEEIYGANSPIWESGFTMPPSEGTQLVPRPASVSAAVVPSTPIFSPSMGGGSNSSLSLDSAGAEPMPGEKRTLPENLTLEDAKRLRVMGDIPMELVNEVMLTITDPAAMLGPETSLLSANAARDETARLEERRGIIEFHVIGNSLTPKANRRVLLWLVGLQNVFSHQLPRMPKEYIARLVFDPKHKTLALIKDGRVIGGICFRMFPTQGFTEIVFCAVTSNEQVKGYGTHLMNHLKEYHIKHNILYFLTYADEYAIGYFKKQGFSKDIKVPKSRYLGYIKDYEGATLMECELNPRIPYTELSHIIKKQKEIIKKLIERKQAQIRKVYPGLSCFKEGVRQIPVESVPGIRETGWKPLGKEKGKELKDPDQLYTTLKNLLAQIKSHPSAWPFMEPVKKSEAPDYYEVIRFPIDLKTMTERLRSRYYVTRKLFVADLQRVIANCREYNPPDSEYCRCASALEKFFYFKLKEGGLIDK
#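 Enzyme at 20nM final was mixed with library compounds for 15 min at room temperature. Peptide H3(1-25) at 75uM, acetyl-CoA at 70uM and ThioGlo1 at 50uM were then added. Plates were read immediately and after 20 min (Ex340nm/Em540nm).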
# TDP1 cell CPT: growth inhibition of DT40 Tdp1-/-;hTDP1 cells with camptothecin (screen for TDP1 inhibitors); chicken DT40 Tdp1-/-;hTDP1 cells + 20 nM CPT, ATP luminescence, 48 h; Potency, µM (highest dose often 46.2 µM), inactives show at the top dose activity change, negative = growth inhibition, usual class: inhibitors; actives 12% (n = 420,000); also: nearly all actives have a fitted effect of over 55% in size
#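 Chicken DT40 Tdp1-/- cells stably complemented with human TDP1 were seeded at 400 cells/well in medium containing 20 nM camptothecin, exposed to pin-transferred compounds, and grown at 37 °C for at least 48 hr. Viability was read as ATP luminescence.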
# Active calls of the source: *; u = inconclusive; x = not tested or not shown; & = joins results of further samples; [ ] = another dose, or the depositor's remark. Calls follow the shape of the dose curve; as a rule, active = well fitted curve in the direction sought with a large enough effect; inconclusive = small, poorly fitted or top-dose-only effect, or another doubt; inactive = no such curve, though single readings can be large; an effect the other way counts as inactive or inconclusive. % is scaled to controls: 0 for no effect and ±100 for the full control effect; potency is read from the fitted curve at half-maximal effect. Some of the compounds tested, so the mix of outcomes need not match the whole.
# Results follow in this order: TDP1 cell CPT	DT40 TDP1 no CPT	KAT2A inh
Cc1ccsc1C(=O)Nc1nc2ccccc2[nH]1
    u	u	-4%
Cc1ccc(-c2cc(C(=O)n3cnc4ccccc43)c3ccccc3n2)cc1C
    u	u	-8%
COc1ccc2sc(N3C(=O)CC(Cc4cccc(C)c4)C3=O)nc2c1 (centres undefined)
    -28%	-25%	-4%
CC(C)(CO)N=Cc1c(O)[nH]c2ccccc12
    -5%	1%	-18%
COc1ccc(CN2C=C3C(=O)C(C)(OC(=O)CCc4ccccc4)C(=O)C=C3C=C2c2ccc(C#N)cc2)cc1 (centres undefined)
    -14%	4%	-14%
COc1cccc(NC(=S)/C(=C(\[O-])c2ccc([N+](=O)[O-])cc2)[n+]2ccccc2)c1
    u	u	-7%
CCSC1=C(C#N)C(c2ccc(Cl)cc2)C2=C(CCCC2=O)N1 (centres undefined)
    1.5µM*	1.5µM*	0%
Cc1ccc(C(=O)/C=C/c2cn(CC(O)CN3CCCCCC3)c3ccccc23)cc1 (centres undefined)
    12µM*	21µM*	-11%
CCOCCCNc1nc2cc(OC)c(OC)cc2c2nc(-c3ccccc3)nn12
    10µM*	6.5µM*	-3%
O=Nc1c(O)n(Cc2ccccc2)c2ccccc12
    -3%	-1%	-5%
CCOC(=O)c1[nH]nc(C(=O)c2ccc(Br)cc2)c1O
    -8%	-13%	-1%
COc1nc(-c2ccc(C)cc2)ccc1-c1noc(-c2ccco2)n1
    8%	-10%	-6%
Cc1ccc(NC(=O)CSc2ncccn2)cc1F
    1%	-2%	-4%
O=C(NCc1cnn(-c2ccc(F)cc2)c1)C1CCC(=O)N(C2CC2)C1 (centres undefined)
    -9%	-20%	0%
Clc1cc(NC2CCCCC2)ncn1
    0%	-2%	50%[activator]
Cc1ccc(-n2c(=O)c3cccnc3n2CC(=O)Nc2ccccc2C(F)(F)F)cc1C
    u	u	-21%
O=C(O)c1nn2c(c1Br)NC(c1ccccc1)CC2C(F)(F)F (centres undefined)
    12%	0%	-3%
CC(NC(=O)CN(c1ccc(F)cc1)S(C)(=O)=O)c1ccccc1 (centres undefined)
    -4%	-3%	1%
CCOc1cc(/C=C2\COc3ccccc3C2=O)ccc1OCC(=O)N(C)C
    u	10µM*	-10%
CC(C)N1CCN(S(=O)(=O)c2ccccc2)CC1
    -2%	-2%	3%
Cc1ccc(S(=O)(=O)Nc2ccccc2F)cc1C(=O)OC(C)C(=O)N1CCOCC1 (centres undefined)
    7%	0%	-14%
O=C(COC(=O)C1(c2ccc(Cl)cc2)CCCC1)NC1CCS(=O)(=O)C1 (centres undefined)
    u	u	-11%
CC1(C)CC(=O)c2c(O)c(-c3ccccc3)c(=O)n(-c3ccccc3)c2C1
    -6%	4%	3%
Cc1c(Cl)cccc1NC(=O)NCc1c(-n2cccc2)sc2c1CCCC2
    -9%	-7%	-6%
COc1ccc(-n2c(=S)[nH]c3cc(C(=O)NCc4cccnc4)ccc3c2=O)c(OC)c1
    -5%	-26%	-4%
Cc1ccc(NC(=O)c2oc(=O)c3ccccc3c2-c2ccccc2)c(C)c1
    23µM*	u	-4%
COc1cccc(NC(=O)C2CCCN2C(=O)OCc2ccccc2)c1 (centres undefined)
    u	-25%	-2%
Cc1ccc(C(=O)Nc2ccccc2[N+](=O)[O-])cc1S(=O)(=O)N1CCOCC1
    4%	u	-4%
CN(C)c1ccc(NC(=S)NC(=O)/C=C/c2ccc(Cl)cc2)cc1
    -23%	-24%	-4%
O=C(N/C(=C/c1cccc([N+](=O)[O-])c1)C(=O)N1CCCCCC1)c1ccco1
    u	-6%	-5%

# 2 entries from above, field by field:
O=C(COC(=O)C1(c2ccc(Cl)cc2)CCCC1)NC1CCS(=O)(=O)C1 (centres undefined)
  TDP1 cell CPT = u	DT40 TDP1 no CPT = u	KAT2A inh = -11%
Cc1ccc(NC(=O)c2oc(=O)c3ccccc3c2-c2ccccc2)c(C)c1
  TDP1 cell CPT = 23µM*	DT40 TDP1 no CPT = u	KAT2A inh = -4%

# (list continues)
# Results follow in this order: TDP1 cell CPT	DT40 TDP1 no CPT	KAT2A inh
Cc1ccc(C(=O)CCS(=O)(=O)c2ccc(Cl)cc2)cc1
    2.9µM*	2.9µM*	1%
CCOC(=O)Cn1nc(C)c(NC(=O)COc2ccc(C)c(C)c2)c1C
    -8%&-29%	u	11%&-7%
COc1ccc(N2CC(C(=O)OCC(=O)Nc3cccc(C)c3)CC2=O)cc1 (centres undefined)
    -9%	-12%	-10%
COc1ccc(C(=O)NN=C(Cc2ccccc2)Cc2ccccc2)cc1OC
    u	u	-2%
Cc1ccc(S(=O)(=O)N2CCN(C(=O)C3CCCO3)CC2)cc1 (centres undefined)
    -18%	7%	-17%
CCCCN(S(=O)(=O)c1ccccc1)S(=O)(=O)c1ccccc1
    -7%	u	-8%
COc1cc(OC)c(NC(=O)c2ccc3c(SCC(=O)O)c4c(nc3c2)CCCC4)cc1Cl
    -17%	11%	-10%
Cc1ccc(S(=O)(=O)N2CCC(C(=O)N3CCC(C(=O)NCc4cccnc4)CC3)CC2)cc1
    1%	2%	-27%
CC(=O)c1ccc(-c2cccc([C@H]3[C@@H]4C=CC[C@@H](C)[C@@H]4C(=O)N3Cc3ccccc3)c2)cc1
    10µM*	13µM*	-10%&9%
Oc1cc2c(cc1CN1CCN(c3cccc(C(F)(F)F)c3)CC1)CCC2
    -26%	-10%	-18%
COc1cccc(CNC(=O)CCS(=O)(=O)c2cc3c4c(c2)CCN4C(=O)CC3)c1
    -6%	-28%	25%
CC(C)Cc1ccc(C(C)C(=O)Nc2ccccc2O)cc1 (centres undefined)
    8.2µM*	8.2µM*	-16%
COc1ccc(-c2csc(N(CCCN(C)C)C(=O)c3ccc(OC)c(OC)c3)n2)cc1
    u	-35%	x
O=C1c2ccccc2C(=O)N1Cc1cc(-c2ccccc2)no1
    2%	-11%	-5%
OCC1OC(n2cnc3c(NC4CCCC4)ncnc32)C(O)C1O (centres undefined)
    -7%	-23%	x
COc1ccc(NC2CCCN(C(=O)c3csc(C(C)C)n3)C2)cc1OC (centres undefined)
    2%	-24%	-8%
CC(=O)c1ccc(-c2cccc(-c3nc4ccccn4c3NC3CCCCC3)c2)cc1
    23µM*	15µM*	-10%
CCN(CC)C(=O)n1nc(C)c(CN2C(=O)c3ccccc3C2=O)c1C
    -1%	-16%	x
Cc1ccccc1Nc1c(-c2ccc(Cl)s2)nc2cccc(C)n12
    8.2µM*	u	-4%
O=S(=O)(NCc1ccc(F)cc1)c1ccc(-n2cnnn2)cc1
    u	u	2%
CC(NC(=O)C(=O)N/N=C\c1cccc([N+](=O)[O-])c1)c1ccccc1 (centres undefined)
    4%	-8%	0%
COc1ccc(S(=O)(=O)N2CCCC2CNC(=O)c2cccc(OC)c2)cc1 (centres undefined)
    -25%	-29%	-1%
Cc1cccc(N2CN=c3s/c(=C\c4ccncc4)c(=O)n3C2)c1
    3%	-3%	-5%
Cc1cc(-c2ccc(C)c(S(=O)(=O)N3CCN(c4ccc([N+](=O)[O-])cc4)CC3)c2)on1
    u	u	-2%
O=C(Cn1c(SCCOc2ccc(Cl)cc2)nc2ccccc21)N1CCCCC1
    u	u	-2%
O=S1(=O)CCN(OCc2ccc(Cl)cc2)CC1
    -12%	-7%	-9%
COc1cccc(C(C(=O)NCC2CCCO2)N(C(=O)Cn2nnc3ccccc32)c2ccc(NC(C)=O)cc2)c1 (centres undefined)
    1%	5%	2%
CC(=O)c1c(C)[nH]c(C(=O)OC(C)C(=O)NC2CCCCC2)c1C (centres undefined)
    -20%	u	x
COc1ccccc1NC(=O)CC1Nc2ccccc2NC1=O (centres undefined)
    2%	-27%	-25%
CC1Oc2ccccc2N(CC(=O)Nc2ccc3c(c2)OCO3)C1=O (centres undefined)
    -2%	-25%	-5%
COc1ccc(CCNC(=O)COC(=O)Cc2cccc3ccccc23)cc1
    10%&-1%	-4%&-3%	-8%
CCCc1nc(Nc2nc3ccccc3o2)nc(C)c1C(=O)OCC
    -11%	u	-4%
COc1cc(NS(=O)(=O)c2ccc(NC(=S)NC(=O)c3ccco3)cc2)ncn1
    -21%	1%	-15%
COCCOC(=O)c1c(C)n(C)c2ccc(OC(=O)c3ccccc3OC)cc12
    -24%	16µM*	-13%
COc1cccc(NC(=O)N(C2CCCCC2)C(C)c2cccs2)c1 (centres undefined)
    10µM*	13µM*	-6%
O=S(=O)(c1ccccc1C(F)(F)F)N1CCN(c2nc(-c3ccccc3)nc3ccccc23)CC1
    u	13µM*	x
O=C1NC[C@@H](CCCCN2C[C@H](Cc3ccccc3)N(CCC3CCCCC3)C(=O)C2=O)N(Cc2ccccc2)C1=O
    u	u	x
N#C/C(=C\c1ccccc1Cl)C(=O)Nc1ccccn1
    14%	-20%	3%
CCn1ccnc1CN(C)Cc1nc(-c2cccc(Cl)c2)no1
    12%	-24%	-15%
COc1ccc(N2CCN(C(=O)C3CCCN(c4ncnc5c4nc4n5CCCCC4)C3)CC2)cc1 (centres undefined)
    21µM*	16µM*	-10%
CCOC(=O)Nc1ccc(=O)n(Cc2c(Cl)cccc2Cl)c1
    -2%	9%	0%
N/C(Cc1ccc([N+](=O)[O-])cc1)=N\OC(=O)c1ccc2ccccc2c1
    9.2µM*	u	-2%
COc1ccc(-c2noc(CCC(=O)N3CCN(c4ccccc4OC)CC3)n2)cc1
    u	21µM*	-1%
CN1CCN(C(=O)/C(=C\c2cccs2)NC(=O)c2ccccc2)CC1
    -18%	-4%	-3%
O=C(CN1C(=O)CSCC1=O)NCc1ccc(F)cc1
    -1%	10%	-10%
COC(=O)CC1(c2ccc(OC)cc2)C(=O)c2ccccc2C1=O
    2%	u	-6%
COc1cc(CNC(=O)c2cc(-c3cc(C)cc(F)c3)n[nH]2)cc(OC)c1
    u	u	x
Cc1ccc(C2C(C(=O)c3sc(C)nc3C)=C(O)C(=O)N2CCN2CCOCC2)o1 (centres undefined)
    2%	-1%	1%
Cc1cccc(C)c1-n1ncc(C(=O)NCCCN2CCCCC2)c1C1CCN(C(=O)OC(C)(C)C)CC1
    u	u	12%
O=S(=O)(Nc1ccc(Cl)cc1)c1cccc2nsnc12
    28%	-26%	-2%
CCOc1ccc(NC(=O)C(CC(=O)O)Cc2ccc(C)cc2)cc1 (centres undefined)
    26%	2%	-4%
CCN(CC)S(=O)(=O)c1ccc2c(c1)N(CC(=O)Nc1ccccc1F)C(=O)C1CCCN21 (centres undefined)
    -21%	u	3%
Cc1cc(NC(=O)COC(=O)C2CC(=O)N(c3cccc(C)c3C)C2)no1 (centres undefined)
    -5%	2%	-4%
Cc1ccnc(NC(=O)C(C)N2C(=O)c3ccccc3C2=O)c1 (centres undefined)
    14%	25%	-6%
COc1ccccc1NC(=O)N1CCCC1C(=O)NCCc1ccccc1 (centres undefined)
    -1%	-22%	-2%
COCCn1c(=N)c(S(=O)(=O)c2ccc(F)cc2)cc2c(=O)n3cccc(C)c3nc21
    u	8.2µM*	2%
O=c1c(-c2cc(-c3ccccc3)nc3c2COc2ccc(Cl)cc2-3)coc2ccc(F)cc12
    3%	7%	0%
O=C(NCC1CCCO1)c1ccc(NC(=O)c2cccc([N+](=O)[O-])c2)cc1 (centres undefined)
    -28%	u	-2%
CCN(CC)S(=O)(=O)c1ccc2c(c1)nc(SCC(=O)NC1CC1)n2-c1ccccc1OC
    -2%	-20%	3%
CCn1c(=O)c(CCC(=O)NCC2CCCO2)c(C)c2c(C)nn(-c3ccc(C)cc3)c21 (centres undefined)
    23µM*	u	0%
CCOc1ccc(-c2nnc(NC3=NCCCCC3)o2)cc1
    4%	-9%	-1%
CCn1c(COc2cccc(OC)c2)nnc1SCC(=O)Nc1cc(OC)ccc1OC
    -12%	-20%	-16%
O=C(C1CCCCC1)N1C[C@H](O)[C@@H](n2cc(-c3ccc(F)cc3)nn2)C[C@@H]1c1ccccc1
    u	u	x

# In another format: results already given
Compound | TDP1 cell CPT | DT40 TDP1 no CPT | KAT2A inh
O=C(Cn1c(SCCOc2ccc(Cl)cc2)nc2ccccc21)N1CCCCC1 | u | u | -2%
O=S1(=O)CCN(OCc2ccc(Cl)cc2)CC1 | -12% | -7% | -9%
COc1cccc(C(C(=O)NCC2CCCO2)N(C(=O)Cn2nnc3ccccc32)c2ccc(NC(C)=O)cc2)c1 (centres undefined) | 1% | 5% | 2%
